NadD inh: NadD (S. aureus) enzyme inhibition | inhibition, % at 20 µM | actives 0.78% (n = 360,000) | purified NadD enzyme, colorimetric absorbance read-out; in the data active = inhibition above about 26%; note: some compounds past the cut are filed as inactive
STEP block: blocks human striatal-enriched tyrosine phosphatase | inhibition, % at 20 µM | actives 0.25% (n = 360,000) | P54829 | recombinant STEP, OMFP fluorogenic substrate, fluorescence;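 active = inhibition at 20 µM, scaled per plate between control wells, above about 37%, limit read from the data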;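 note: 0% = DMSO with enzyme and substrate and 100% = substrate only without enzyme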
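System: STEP (striatal-enriched tyrosine phosphatase) enzyme, cell-free; medium: Bis-Tris pH 6.0 buffer with DTT, detergent; dosing: 20 µM, 1% DMSO; times: reaction 20 min, ambient temperature; detection: fluorescence, 480/540 nm; read-out basis: normalized % inhibition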
DNMT1 block: blocks human DNA methyltransferase DNMT1; P26358; actives 0.83% (n = 360,000); inhibition (reported as % activation of signal), % at 10 µM; DNMT1 molecular beacon, Hinp1I cleavage, fluorescence; in the data active = inhibition above about 50%
CSN deneddyl inh: blocks human CSN-mediated cullin deneddylation; Purified CSN, SCF-Nedd8-OG deneddylation, fluorescence polarization; inhibition, % at 12.5 µM; AID 651999; Q92905; actives 0.38% (n = 360,000);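 active = pattern-corrected inhibition above about 35%, with an unprinted fluorescence ratio check between 0.5 and 1.5, limit read from the data, passing the limit was not always enough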;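 note: 0% = enzyme with substrate and 100% = substrate without enzyme; some results filed as inactive read as strong as hits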
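Schedule: reaction 90 min, room temperature / Assay system: HEK293T-derived human Csn5 enzyme / Input: Csn5 at 0.24 nM final / Measure: inhibition of Csn5 cleavage, % / Control set: substrate-only high control, full reaction low control / Technique: fluorescence polarization of the substrate / Buffer or medium: Tris/NaCl/DTT buffer, pH 7.5 / Reagent: SCFSkp2-Nedd8OG substrate at 10 nM final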
Neddylation inh: cullin neddylation inhibition | TR-FRET cullin neddylation, biochemical | calls only at 25 µM | actives 0.58% (n = 360,000) | AID 651699; in the data active = inhibition above about 36%
SUMO1 PPI mod: modulators of human SUMO1-mediated protein-protein interactions; SUMO1 binding to a labelled peptide, TR-FRET, 1 h; inhibition, % at 20 µM; P63165; AID 602429; actives 0.33% (n = 360,000); in the data active = inhibition above about 37%
LMPTP block: blocks human LMPTP phosphatase; P24666; recombinant LMPTP-A, OMFP fluorogenic substrate, fluorescence intensity; inhibition, % at 20 µM; actives 0.22% (n = 360,000);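 active = compounds that cut the enzyme signal by at least half of the control window in the single-dose screen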;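 note: plate controls were DMSO wells with enzyme plus substrate for no effect and substrate without enzyme for full effect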
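Material: LMPTP-A; amount: 0.625 nM enzyme; doses: single 20 µM dose; times: reaction 50 min, room temperature, dark; technique: fluorescence intensity of OMFP turnover product; benchmarks: no-enzyme and uninhibited controls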
Rpn11 inh: Rpn11 (human) deubiquitinase inhibition | O00487 | human 26S proteasome, Ub4-pepOG fluorescence polarization; 20S core pre-blocked with epoxomicin | calls only at 20 µM | actives 0.59% (n = 360,000) | AID 588493;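 active = inhibition at 20 µM, scaled to each plate's controls, above about 33%, limit read from the data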
Rin1-Abl PPI inh: blocks binding of human Rin1 to Abl; inhibition, % at 7.35 µM; TR-FRET Rin1/Abl binding, biochemical; AID 588664; actives 0.4% (n = 360,000); in the data active = inhibition above about 5%, passing the limit was not always enough
Scp1 inh: blocks human Scp-1 phosphatase activity. Q9GZU7. Recombinant Scp1, phosphopeptide, malachite green phosphate absorbance. inhibition, % at 20 µM. actives 0.88% (n = 340,000). AID 493091;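 active = inhibition above about 50% at 20 µM, limit read from the data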;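 note: plate controls were DMSO wells with enzyme for no effect and wells lacking enzyme for full effect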
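Test system: SCP-1 phosphatase catalytic domain, residues 76-261 | Compound dosing: One concentration, 20 µM, with 1.0% DMSO | Schedule: 45 min room-temperature reaction, 5 min colour, 30 min stabiliser | Detection: Absorbance at 630 nm | Read-out basis: % inhibition of SCP-1 phosphate liberation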
Starred values were filed as active, the others as inactive; i = inactive; / = no result given.

SMILES	NadD inh	STEP block	DNMT1 block	CSN deneddyl inh	Neddylation inh	SUMO1 PPI mod	LMPTP block	Rpn11 inh	Rin1-Abl PPI inh	Scp1 inh
O=C1Cc2cc(S(=O)(=O)N3CCCCC3)ccc2N1	-3	1	-6	-7	i	3	-1.0	i	1	-7
Cc1ccc(C#N)c(SCc2cc3c(cc2Cl)OCO3)n1	3	0	0	2	i	-5	1.4	i	-1	7
CCOc1cc(C(=S)N2CCCC2)ccc1OC	-1	3	0	-2	i	8	-1.0	i	3	-9
CCOC(=O)c1nnn(-c2nonc2-n2cccc2)c1CN1CCC(C(=O)OCC)CC1	5	1	-2	6	i	0	3.1	i	-1	-2
O=C(N/N=C/c1ccoc1)c1cccc([N+](=O)[O-])c1	2	10	22	-3	i	-23	1.0	i	3	24
O=C(CN1C(=O)C2CC=C(Cl)CC2C1=O)Nc1ccc(C(=O)O)cc1 (stereo not given)	1	-3	1	0	i	8	-1.6	i	-1	8
O=C(Nc1nc2n(n1)C(c1ccccc1)C=C(c1ccccc1)N2)c1ccco1 (stereo not given)	-2	1	3	3	i	4	-1.2	i	-1	-10
O=C(CC12CC3CC(CC(C3)C1)C2)N1CCCOC1	-1	-4	-1	2	i	-2	-0.2	i	-2	-5
COC(=O)NNC(=O)COc1ccccc1C	3	0	-2	0	i	-1	-1.0	i	3	-7
O=C(C[C@H]1C/C=C\C[C@H](NC(=O)OCC2c3ccccc3-c3ccccc32)C(=O)OC[C@@H]2CCCN2C1=O)N[C@H](CO)Cc1ccccc1	-2	5	-2	-2	i	-4	7.8	i	2	15
CCOc1ccc(S(=O)(=O)N2CCC(C(=O)NCc3ccccn3)CC2)cc1C	-8	3	3	5	i	2	2.0	i	2	2
COc1cc(CCCN2CCNC[C@@H]2C(C)O)cc(OC)c1OC (stereo not given in full)	1	-2	2	-3	i	-6	-2.7	i	2	-1
CCN(CC)CCNC(=O)c1cc2c(s1)-c1ccccc1SC2	-6	3	-1	4	/	-24	1.0	i	-5	-1
Nc1ccccc1S(N)(=O)=O	-3	1	-2	-2	i	1	-0.1	i	0	-6
O=C(O)Cn1c(-c2ccccn2)nc2ccccc21	5	0	0	4	i	7	0.1	i	3	2
O=c1[nH]c(Cc2ccccc2)nc2c1oc1ccccc12	-1	-2	1	1	i	2	0.0	i	-1	-3
Cc1cc(Cl)c(S(=O)(=O)N(C)C)cc1OCC(N)=O	1	0	-2	-3	i	-2	-0.6	i	0	12
O=C(O)CCCCCCCCCCP(=O)(c1ccccc1)c1ccccc1	0	-2	1	6	i	1	3.2	i	-2	-19
COc1ccccc1Cn1c(=O)c2ccccc2n2c(Sc3ncnc4sccc34)nnc12	10	3	21	2	i	-1	1.2	i	-2	-7
N/C(Cc1ccccc1)=N\OC(=O)c1cccc2ccccc12	-4	0	-3	6	i	-11	2.7	i	1	-7
O=C(O)c1cccc(NC(=O)c2cn(-c3ccccc3)nc2-c2cccc(Br)c2)c1	8	-1	-1	2	i	21	1.9	i	2	-20
CCOc1cc(C=NNC(=O)N(c2ccccc2)c2ccccc2)ccc1O	1	-2	-8	1	i	3	0.1	i	-1	/
CC(=O)c1ccc(OCc2cc(C(=O)NCC3CCCCO3)no2)cc1 (stereo not given)	-4	2	-2	0	i	8	-0.9	i	3	-1
CCc1ccc(NC(=O)C(=O)NCC(O)c2ccccc2)cc1 (stereo not given)	-1	0	7	0	i	-4	-0.1	i	0	-3
O=C(CS(=O)(=O)Cc1ccccc1)N1CCN(c2cccc(C(F)(F)F)c2)CC1	5	1	2	4	i	1	-0.9	i	-4	-6
O=C(Cc1ncc(C(F)(F)F)cc1Cl)Nc1cccc(Br)c1	-3	2	5	2	i	2	-0.4	i	-1	-14
CNc1nc(C)c(C(=O)OCc2ccccc2)s1	-2	4	2	2	i	1	0.9	i	1	-4
CC(=O)OC(C(=O)NCCN1CCOCC1)c1c(F)cccc1F (stereo not given)	1	-2	2	0	i	-6	-1.1	i	6	0
NS(=O)(=O)c1ccc(NC(=O)CSc2n[nH]c(=O)n2Cc2ccccc2)cc1	-3	0	0	-1	i	1	-1.4	i	0	-5
COc1ccc(C/C(N)=N/OC(=O)c2cccc([N+](=O)[O-])c2)cc1	-1	-3	2	-5	i	-29	0.3	i	4	-2
CC(OC(=O)C1CC(=O)N(Cc2ccccc2)C1)C(=O)Nc1cccc(C#N)c1 (stereo not given)	7	-1	0	3	i	0	-0.5	i	0	-1
Cc1ccc(OC(F)F)c(NC(=O)Nc2cccc(C(F)(F)F)c2)c1	-6	0	-11	5	i	2	4.6	i	2	-4
Cc1cc(NC(=O)c2c(Br)c(C)nn2C)no1	-3	-2	0	-14	i	2	-1.4	i	-2	0
COc1cc(C(=O)N2CCCN(C)CC2)cc(OC)c1C	-1	-1	5	1	i	-4	-1.3	i	4	-7
CC1(c2nnc(-c3ccncc3)o2)CC(c2c(Cl)cccc2Cl)=NO1 (stereo not given)	1	0	5	1	i	0	-1.8	i	38*	-3
O=C1NC(c2ccncc2)C(C(=O)c2cccs2)C(O)(C(F)(F)F)N1 (stereo not given)	2	2	1	-6	i	-2	0.1	i	-2	-9
CCN(CC)CCOC(=O)c1ccc(N=CC2=C(O)CC(C)(C)CC2=O)cc1	-6	-1	1	-2	i	-17	-0.1	i	0	-2
C/C(=C\c1ccco1)C1C(C#N)=C(N)Oc2n[nH]c(-c3ccc(C)cc3)c21 (stereo not given)	2	-4	-19	4	i	-5	1.7	i	-2	-7
COc1cccc(-c2cnc(C(O)c3c(C)cccc3C)[nH]2)c1 (stereo not given)	0	0	-1	0	i	10	-0.3	i	-2	/
COc1ccc(N(CC(=O)N/N=C/c2cccs2)S(=O)(=O)c2ccccc2)cc1	-5	1	-5	1	i	-6	0.8	i	2	-7
CCCN(CC(=O)Nc1ccccc1OC)C(=O)Cn1[nH]c(=O)c2ccccc2c1=O	1	2	2	-2	i	1	-1.1	i	1	13
COC(=O)c1cccc(NC(=O)c2cccnc2)c1	3	1	-6	2	i	-3	-0.8	i	0	0
Cc1ccc(S(=O)(=O)N(C)c2c(C)ccc(S(N)(=O)=O)c2C)cc1	-1	-8	-2	0	i	3	-0.7	i	2	-4
Cc1noc(C)c1C(=O)NC(C)C12CC3CC(CC(C3)C1)C2 (stereo not given)	-2	-4	0	2	i	1	-1.9	i	-1	-2
O=C(COC(=O)c1ccccn1)Nc1ccc2c(c1)OCCO2	1	1	0	1	i	4	-1.1	i	1	-5
Cc1ccc(S(=O)(=O)N2CCC3(CC2)OCCN3S(=O)(=O)c2cccs2)cc1	1	1	-1	0	i	2	2.4	i	-1	-9
COc1ccc(NC2=C3CC(C)CC=C3N(c3ccc(OC)cc3)C2=O)cc1 (stereo not given)	0	-1	-10	3	i	-1	1.3	i	-5	-5
CCc1ccc(C(=O)NNC(=O)CN2C(=O)NC3(CCCC3)C2=O)cc1	-2	-1	-1	-3	i	-3	-0.3	i	3	-9
CC(=O)Nc1nc(-c2ccc3c(c2)CCN3C(=O)C2CC2)c(C)s1	-12	-5	0	2	i	-25	-1.5	i	-2	2
Cc1ncc(CN2CCCC(CCC(=O)NCc3ccc(F)c(F)c3)C2)s1 (stereo not given)	-5	-1	-2	0	i	5	1.4	i	-1	-1

A draw from above in order of formula weight, lowest first.
SMILES	NadD inh	STEP block	DNMT1 block	CSN deneddyl inh	Neddylation inh	SUMO1 PPI mod	LMPTP block	Rpn11 inh	Rin1-Abl PPI inh	Scp1 inh
COc1cc(C(=O)N2CCCN(C)CC2)cc(OC)c1C	-1	-1	5	1	i	-4	-1.3	i	4	-7
Cc1noc(C)c1C(=O)NC(C)C12CC3CC(CC(C3)C1)C2 (stereo not given)	-2	-4	0	2	i	1	-1.9	i	-1	-2
COc1cccc(-c2cnc(C(O)c3c(C)cccc3C)[nH]2)c1 (stereo not given)	0	0	-1	0	i	10	-0.3	i	-2	/
O=C(COC(=O)c1ccccn1)Nc1ccc2c(c1)OCCO2	1	1	0	1	i	4	-1.1	i	1	-5
CC(=O)Nc1nc(-c2ccc3c(c2)CCN3C(=O)C2CC2)c(C)s1	-12	-5	0	2	i	-25	-1.5	i	-2	2
CCc1ccc(C(=O)NNC(=O)CN2C(=O)NC3(CCCC3)C2=O)cc1	-2	-1	-1	-3	i	-3	-0.3	i	3	-9
Cc1ccc(S(=O)(=O)N(C)c2c(C)ccc(S(N)(=O)=O)c2C)cc1	-1	-8	-2	0	i	3	-0.7	i	2	-4
O=C1NC(c2ccncc2)C(C(=O)c2cccs2)C(O)(C(F)(F)F)N1 (stereo not given)	2	2	1	-6	i	-2	0.1	i	-2	-9
CC1(c2nnc(-c3ccncc3)o2)CC(c2c(Cl)cccc2Cl)=NO1 (stereo not given)	1	0	5	1	i	0	-1.8	i	38*	-3
CCN(CC)CCOC(=O)c1ccc(N=CC2=C(O)CC(C)(C)CC2=O)cc1	-6	-1	1	-2	i	-17	-0.1	i	0	-2
Cc1ncc(CN2CCCC(CCC(=O)NCc3ccc(F)c(F)c3)C2)s1 (stereo not given)	-5	-1	-2	0	i	5	1.4	i	-1	-1
CCCN(CC(=O)Nc1ccccc1OC)C(=O)Cn1[nH]c(=O)c2ccccc2c1=O	1	2	2	-2	i	1	-1.1	i	1	13
COc1ccc(N(CC(=O)N/N=C/c2cccs2)S(=O)(=O)c2ccccc2)cc1	-5	1	-5	1	i	-6	0.8	i	2	-7
Cc1ccc(S(=O)(=O)N2CCC3(CC2)OCCN3S(=O)(=O)c2cccs2)cc1	1	1	-1	0	i	2	2.4	i	-1	-9

Source: PubChem

This is a random part of the collection (roughly 3.8% active in at least one column).
